K1F lysis inhibition – protection from phage-mediated lysis, alamar blue read-out – E. coli UTI89, K1F phage, bacterial capsule biogenesis inhibitors (AID 488966). E. coli UTI89 K1F phage lysis, alamar blue, 2 h; higher % means a stronger effect. actives 0.02% (n = 340,000). inhibition, % at 100 µM; hits with a dose series show IC50 in µM;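 active = phage lysis inhibition, versus mean bacterial control, above a set limit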;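 also: capsule biogenesis inhibitors block K1F phage lysis so surviving cells raise fluorescence; higher fluorescence means more inhibition of phage lysis; actives were called in the ten point dose series up to 300 µM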
Dengue-2 NS5 capping – flavivirus cap methylation enzyme inhibition – biochemical, confirmation dose response, primary screen (AID 588689); inhibition, % at 25 µM; hits with a dose series show IC50 in µM; Dengue-2 NS5 methyltransferase capping enzyme assay, biochemical; higher % means a stronger effect; actives 0.3% (n = 340,000); in the data active = a potency from the dose series
RSV antiviral HEp-2 – RSV antiviral activity via CPE protection, HEp-2 cells, primary 10 µM value included (AID 2391) | actives 0.13% (n = 310,000) | HEp-2 cells, RSV-induced CPE inhibition; higher % means a stronger effect | one-dose CPE inhibition, % at 10 µM; IC50 in µM for titrated hits; in the data active = a potency from the dose series; also: strong numbers were not always called active
West Nile virus CPE – West Nile virus antiviral activity, cell-based, CPE readout (AID 1621); West Nile virus-infected cells, CPE inhibition; higher % means a stronger effect; CPE inhibition, % at 10 µM, or IC50 in µM where a hit was titrated; actives 0.02% (n = 290,000); in the data active = a potency from the dose series; also: strong numbers were not always called active
SV40 large T antigen – SV40 large T antigen inhibitors, biochemical (AID 1903) | actives 0.39% (n = 310,000) | SV40 large T antigen ATPase/helicase inhibition assay; higher % means a stronger effect | inhibition, % at 20 µM, or IC50 in µM where a hit was titrated; in the data active = a potency from the dose series; also: strong numbers were not always called active
Active calls of the source: *; & = joins results of further samples. This is a subset; rates above refer to the full screens.

CC12CC3CC(C)(C1)CC(N)(C3)C2 was read as K1F lysis inhibition 5.9%&2.6%, Dengue-2 NS5 capping 2%&1%, RSV antiviral HEp-2 -1.2%&-1.4%, West Nile virus CPE 0.0% and SV40 large T antigen -6%&19%.
